Bioassay records as filed in PubChem.
p97 inhibitor – inhibitors of human p97 ATPase, primary screen, biochemical; AID 1481, 2009; 0.42% of 220,000 active; inhibition, % at 8 µM; Transitional endoplasmic reticulum ATPase (Homo sapiens), P55072; recombinant p97 ATPase, Kinase-Glo ATP luminescence, 3 h; in the data active means inhibition above about 15%;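 further: 0% = DMSO vehicle and 100% = wells lacking enzyme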
PGE2 EP2 inh – human EP2 receptor antagonists, primary screen, TR-FRET cAMP, C6 glioma cells; C6 glioma cells expressing human EP2; cells stimulated with saturating PGE2; inhibition, % at 25 µM; 0.52% of 260,000 active;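 active means percent inhibition above 40 after rounding to a whole number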;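 further: rat C6 glioma host cells with rolipram phosphodiesterase inhibitor present; the protocol text gives 20 µM as final concentration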
Target sequence (P43116 whole entry, looked up): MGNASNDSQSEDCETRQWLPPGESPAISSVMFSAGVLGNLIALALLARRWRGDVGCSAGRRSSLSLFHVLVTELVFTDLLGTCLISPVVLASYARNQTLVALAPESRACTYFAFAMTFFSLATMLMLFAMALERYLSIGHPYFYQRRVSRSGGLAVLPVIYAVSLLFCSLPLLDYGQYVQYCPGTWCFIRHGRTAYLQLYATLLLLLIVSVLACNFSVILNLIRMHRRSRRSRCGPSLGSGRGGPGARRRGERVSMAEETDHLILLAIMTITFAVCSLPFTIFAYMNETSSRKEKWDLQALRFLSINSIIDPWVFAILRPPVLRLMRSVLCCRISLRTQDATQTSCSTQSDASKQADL
S1P4 antag – S1P4 receptor antagonists, primary screen, cell-based; Sphingosine 1-phosphate receptor 4 (Homo sapiens), O95977; S1P4-expressing cells, antagonist mode, reporter read-out; inhibition, % at 4.98 µM; 0.26% of 220,000 active; in the data active means inhibition above about 29%;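 further: 0% = wells stimulated with agonist and 100% = vehicle wells without agonist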
NPY1 pot ag – NPY-Y1 receptor potentiators or agonists, primary screen, cell-based. AID 1304, 2008. activation, % at 3.6 µM. 0.37% of 220,000 active. NPY-Y1 expressing cells, potentiator/agonist activation; in the data active means activation above about 33%, passing the limit was not always enough;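 further: cells stimulated with NPY at EC10 then isoproterenol at EC100; 0% = low agonist plus stimulus and 100% = saturating agonist plus stimulus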
Target sequence (P25929 whole entry, looked up): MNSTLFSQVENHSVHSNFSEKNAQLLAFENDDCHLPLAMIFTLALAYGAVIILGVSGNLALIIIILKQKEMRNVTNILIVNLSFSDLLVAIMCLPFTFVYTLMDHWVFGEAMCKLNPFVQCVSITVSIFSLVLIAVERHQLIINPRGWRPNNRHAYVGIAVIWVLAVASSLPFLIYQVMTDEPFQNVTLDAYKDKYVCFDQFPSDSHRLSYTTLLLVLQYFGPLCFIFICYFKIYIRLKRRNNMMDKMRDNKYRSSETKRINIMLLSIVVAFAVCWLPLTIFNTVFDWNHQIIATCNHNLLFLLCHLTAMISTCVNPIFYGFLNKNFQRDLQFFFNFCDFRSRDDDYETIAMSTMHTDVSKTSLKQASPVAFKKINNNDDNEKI
eIF4E 4G PPI – eIF4E–eIF4G protein interaction inhibitors, primary screen, biochemical, uHTS, TR-FRET, eIF4GI fragment | Eukaryotic translation initiation factor 4E (Mus musculus) + Eukaryotic translation … | TR-FRET eIF4E-eIF4GI(517-606) binding, 2 h | inhibition, % at 21.7 µM | 0.37% of 220,000 active;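 active means inhibition above about 30%, limit read from the data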;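 further: 0% = full FRET control wells and 100% = background wells lacking eIF4GI fragment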
EP2 modulator – EP2 receptor modulators, cAMP readout, primary screen, cell-based, HTRF cAMP, PGE2 stimulation | Prostaglandin E2 receptor EP2 subtype (Homo sapiens), P43116 | EP2-expressing cells, cAMP HTRF FRET, PGE2 co-stimulation | induction, % at 25 µM | 0.83% of 260,000 active;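 active means compounds whose cAMP rise, as percent of the full-agonist control response, exceeds 60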;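 further: rat C6 glioma line stably carrying human EP2 under a CMV promoter; the protocol text gives 20 µM as final concentration; 100% = response of wells given 1 µM PGE2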
NPY Y1 blocker – NPY-Y1 receptor antagonists, primary screen, cell-based | Neuropeptide Y receptor type 1 (Homo sapiens), P25929 | HEK293-CNG Y1 cells, membrane potential fluorescence; NPY at EC95, then isoproterenol | inhibition, % at 3.6 µM | 1% of 200,000 active | AID 1040, 2008;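 active means inhibition above the campaign mean inhibition of all tested compounds plus 3 SD, cut at about 20% in these data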;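 further: 0% = DMSO wells given NPY plus isoproterenol and 100% = isoproterenol alone without NPY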
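Test system: HEK293 cells co-expressing NPY Y1 receptor and cyclic-nucleotide gated channel; Also added: NPY (25 nM), isoproterenol (1 µM), Ro 20-1724 (25 µM); Compound dosing: one concentration, 3.6 µM, in 0.4% DMSO; Timing: dye 3 h, compound 60 min room temperature, stimulation 45 min; Technique: Membrane-potential fluorescent dye readout.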
NPY2 pot ag – NPY-Y2 potentiators or agonists, primary screen, cell-based. Neuropeptide Y receptor type 2 (Homo sapiens), P49146. cells expressing NPY-Y2, potentiator/agonist read-out. activation, % at 3.6 µM. 0.45% of 220,000 active. AID 1359, 2008; in the data active means activation above about 27%;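 further: cells stimulated with NPY near EC25 plus isoproterenol at EC100; 0% = vehicle plus submaximal agonist and 100% = vehicle plus saturating agonist; some results beyond the cut were filed as inactive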
S1P4 ag – S1P4 receptor agonists, primary screen, cell-based; AID 1509, 2009; Sphingosine 1-phosphate receptor 4 (Homo sapiens), O95977; S1P4-expressing cell line, agonist reporter assay; 0.35% of 220,000 active; activation, % at 4.98 µM; in the data active means activation above about 11%;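 further: 0% = DMSO vehicle and 100% = reference agonist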
Starred values were filed as active, the others as inactive; nt = no result given; & = joins results of further samples; [ ] = remark or other dose. A portion of the library, so the mix of outcomes need not match the whole.

nr	SMILES	p97 inhibitor	PGE2 EP2 inh	S1P4 antag	NPY1 pot ag	eIF4E 4G PPI	EP2 modulator	NPY Y1 blocker	NPY2 pot ag	S1P4 ag
1	CCN1CCCC1CNC(=O)c1ccc(Sc2ccc(F)cc2)c([N+](=O)[O-])c1 (stereo not given)	2	5	7	34	0	-37	1	27	1.1
2	FC(F)(F)c1cccc(N2CCC(N=CN3CCCCCC3)=N2)c1	-3	5	-3	-2	27	-40	7	0	-1.5
3	CCSc1nnc(-c2cccc(S(=O)(=O)N(CC)CC)c2)n1Cc1ccccc1	-3	12	8	-24	12	26	20	-18	0.8
4	COc1cc(CN2CCc3ccccc3C2)ccc1O	5	14	-22	-1	2	-31	nt	-7	1.7
5	COc1cc(S(=O)(=O)N(Cc2cccs2)C2CC2)ccc1-n1cnnn1	-4	5	3	2	-1	20	-3	13	0.9
6	CCn1c(SCC(=O)c2ccccc2)nc2sc3c(c2c1=O)CCN(C)C3	12	4	5	2	2	-5	nt	-2	0.5
7	CCN1c2ccccc2-c2nc3ccccc3n2C1c1ccncc1 (stereo not given)	-4	9	-16	-24	7	10	10	-18	1.8
8	CCn1c(Sc2nc(C)nc3scc(-c4cccs4)c23)n[nH]c1=O	7	7	2	-3	10	16	21*	-2	-1.4
9	COC(=O)Cc1cc(OC)c(OC)cc1Cc1cc(OC)c(OC)cc1CC(=O)OC	2	11	-2	12	-4[fluorescence artefact?]	7	-6	-4	-1.3
10	CCOC(=O)NNc1ccccc1	4	7	-4	2	1	1	nt	16	0.8

Among those listed so far, these have a halogen:
nr	SMILES	p97 inhibitor	PGE2 EP2 inh	S1P4 antag	NPY1 pot ag	eIF4E 4G PPI	EP2 modulator	NPY Y1 blocker	NPY2 pot ag	S1P4 ag
1	CCN1CCCC1CNC(=O)c1ccc(Sc2ccc(F)cc2)c([N+](=O)[O-])c1 (stereo not given)	2	5	7	34	0	-37	1	27	1.1
2	FC(F)(F)c1cccc(N2CCC(N=CN3CCCCCC3)=N2)c1	-3	5	-3	-2	27	-40	7	0	-1.5

Reprinted at random: five entries already listed, in no set order.
nr	SMILES	p97 inhibitor	PGE2 EP2 inh	S1P4 antag	NPY1 pot ag	eIF4E 4G PPI	EP2 modulator	NPY Y1 blocker	NPY2 pot ag	S1P4 ag
3	CCSc1nnc(-c2cccc(S(=O)(=O)N(CC)CC)c2)n1Cc1ccccc1	-3	12	8	-24	12	26	20	-18	0.8
10	CCOC(=O)NNc1ccccc1	4	7	-4	2	1	1	nt	16	0.8
6	CCn1c(SCC(=O)c2ccccc2)nc2sc3c(c2c1=O)CCN(C)C3	12	4	5	2	2	-5	nt	-2	0.5
5	COc1cc(S(=O)(=O)N(Cc2cccs2)C2CC2)ccc1-n1cnnn1	-4	5	3	2	-1	20	-3	13	0.9
2	FC(F)(F)c1cccc(N2CCC(N=CN3CCCCCC3)=N2)c1	-3	5	-3	-2	27	-40	7	0	-1.5

Remaining list, next part:
nr	SMILES	p97 inhibitor	PGE2 EP2 inh	S1P4 antag	NPY1 pot ag	eIF4E 4G PPI	EP2 modulator	NPY Y1 blocker	NPY2 pot ag	S1P4 ag
11	Nc1ccc(SC(F)(F)F)cc1	4	6	-1	12	-3	16	3	11	0.9
12	CC(=O)N1CCN(CC(=O)Nc2ccc([N+](=O)[O-])cc2Br)CC1	5	2	-7	6	-1	25	0	-1	1.8
13	CCOC(=O)c1c(NC(=O)c2ccc(S(=O)(=O)N3CCOCC3)cc2)sc2c1CCN(C)C2	5	4	-2	-34	0	21	4	-5	-1.0
14	COc1ccc(N2C(=O)CC(N3CCC(c4nc5ccccc5[nH]4)CC3)C2=O)cc1 (stereo not given)	0	3	-12	-8	1	10	1	0	0.7
15	NC(=O)c1ccccc1N/C=C/C(=O)c1ccc(F)cc1	-21	nt	3	-19	2	-18	-2	-5	-0.2
16	O=C(C1=C[C@@H](c2ccc(C(F)(F)F)cc2)C[C@@H](OCCCCO)O1)N1CCOCC1	5	nt	-5	0	2	-1	0	-5	-0.5
17	CCOC(=O)CC(NC(=O)c1ccc(C)cc1)c1ccc(OC)cc1 (stereo not given)	2	3	11	18	-6	-6	0	-9	1.8
18	CCCN1CN(Cc2ccco2)c2nc3ccccc3n2C1	-3	9	4	-8	0	-1	2	-19	0.0
19	CCOc1ccccc1N1C(=O)CC(Sc2ncccc2C(=O)O)C1=O (stereo not given)	-1	3	-10	-13	6[fluorescence artefact?]	34	1	-25	-3.2
20	COc1ccccc1C(=O)Nc1cc(-c2nn3c(C)nnc3s2)ccc1C	-5	nt	1	-18	nt	nt	1	7	0.3
21	COc1ccc(CC(=O)OCc2nnc(-c3ccccc3)o2)cc1	-6	1	15	-24	-2	-13	5	-38	1.3
22	Cc1c2ccccc2nc2c(F)c(N(C)C)c(F)c(F)c12	2	7	-25	-21	2	12	6	12	-1.8
23	C#CCNC(=O)C1CCN(c2cc(C)nc(-c3ccccc3)n2)CC1	7	3	9	3	2	25	-1	13	0.0
24	C=CCNC(=S)NNC(=O)COc1ccc(Br)cc1	4	4	-11	-10	-9[fluorescence artefact?]	-6	4	-18	0.2
25	Cc1nn(-c2ccccc2)c(C)c1/C=N/n1c(-c2ccc(Cl)cc2)n[nH]c1=S	7	4	-11	-15	1	-2	2	-8	2.3
26	COC(=O)c1cccc(NC(=O)c2nn(C)c(=O)c3ccccc23)c1	2	9	-20	-3	-3	5	0	-9	-1.0
27	CCCOc1ccc(/C=N/Nc2ccccn2)cc1OC	2	4	0	3	3	-52	-1	16	-1.9
28	CCC(Sc1nc(-c2ccccc2)cc(=O)[nH]1)C(=O)O (stereo not given)	1	11	-6	-20	3	0	2	7	1.8
29	COc1cc(/C=N/NC(=O)Cc2cccs2)c([N+](=O)[O-])cc1OC	2	6	-11	-9	7[fluorescence artefact?]	-4	-2	1	-2.7
30	Cc1ccc(N2CC(C(=O)OCc3ccc([N+](=O)[O-])cc3)CC2=O)cc1 (stereo not given)	-1	10	-11	12	-1	-22	3	-10	-0.2
31	CC(O)c1cccc(NC(=O)CCCc2ccccc2)c1 (stereo not given)	-2	6	-1	-10	-2	-74	0	11	0.1
32	O=C(NCC(c1cccnc1)N1CCN(c2ccccc2F)CC1)OCc1ccccc1 (stereo not given)	-5	11	-1	4	-13	-1	1	-19	0.5
33	CCOC(=O)C1=C(CN2CCc3ccccc32)NC(=O)NC1c1cccc([N+](=O)[O-])c1 (stereo not given)	-1	3	10	2	0	64*	2	6	-3.3
34	O=C(COc1c(Br)cc(Br)c2cccnc12)N1CCCCC1	-3	28	-10	-10	0	23	1	-4	1.0
35	CC(C)(C)NC(=O)NC(=O)COC(=O)CNC(=O)c1cc(Cl)cc([N+](=O)[O-])c1	5	6	-32	2	0	0	2	-3	1.1
36	O=c1[nH][nH]c(C(F)(F)F)c1C=NCc1cccc(Cl)c1	5	21	-5	-15	2	11	10	-5	0.3
37	O=C(O)CN1C(=O)S/C(=C\c2cccnc2)C1=O	7	5	4	1	2	4	nt	6	-1.4
38	CCc1c(C)c2c(C)nn(-c3ccccc3)c2oc1=O	-1	10	-11	-40	6[fluorescence artefact?]	19	10	-14	1.4
39	CCOC(=O)Cn1c(-c2cccnc2Cl)nc2ccccc21	-4	8	-29	6	7	6	0	10	-3.5
40	CCOC(=O)NC(=S)c1ccc[nH]1	2	5	3	20	22	10	0	-1	-0.9

Entries above printed as active in NPY Y1 blocker.
No.	canonical_smiles	p97 inhibitor	S1P4 antag	NPY1 pot ag	eIF4E 4G PPI	EP2 modulator	NPY Y1 blocker	NPY2 pot ag	S1P4 ag
8	CCn1c(Sc2nc(C)nc3scc(-c4cccs4)c23)n[nH]c1=O	7	2	-3	10	16	21*	-2	-1.4

Next part:
nr	SMILES	p97 inhibitor	PGE2 EP2 inh	S1P4 antag	NPY1 pot ag	eIF4E 4G PPI	EP2 modulator	NPY Y1 blocker	NPY2 pot ag	S1P4 ag
41	O=C(CCCC(=O)N(CC(=O)NC1CCCC1)C1CCCC1)Nc1ccccn1	3	9&12	13	-23	6	52&19	4	-10	-3.5
42	CCc1nc(N2CCN(C(=O)c3ccccc3)CC2)c2c3c(sc2n1)CCCC3	-1	7	15	-21	-2	22	22*	-8	1.0
43	Cc1ccc(S(=O)(=O)C2CCCCC2=O)cc1 (stereo not given)	4	3	7	13	12[fluorescence artefact?]	10	0	10	0.2
44	O=C(N/N=C/c1ccco1)c1ccc(NC(=O)c2ccccc2Cl)cc1	-1	10	-18	-13	-2	-71	-4	3	-0.5
45	O=C(CNc1cccc([N+](=O)[O-])c1)N/N=C/c1ccc([N+](=O)[O-])o1	0	7	-16	-9	-3	-70	-4	2	0.1
46	O=C(Nc1ccccc1)Nc1cccn(Cc2c(F)cccc2Cl)c1=O	1	6	-8	4	2	-45	-1	15	0.9
47	CCCCc1nc2ccccc2n1Cc1nnc2n1-c1ccccc1SC2	0	13	-3	-10	6[fluorescence artefact?]	24	-1	-6	-0.2
48	COc1ccccc1-c1nnc(SCC(=O)c2ccc(C3CCCCC3)cc2)n1Cc1ccco1	-6	7	-1	-19	-1	54	5	-28	-1.2
49	CC(C)C[C@H](NC(=O)NCc1ccc(Cl)cc1)C(=O)O	2	12	-15	16	4[fluorescence artefact?]	13	1	0	0.2
50	COc1ccccc1-n1c(SCC(N)=O)nc2sc3c(c2c1=O)CCC3	-4	2	-5	0	2	10	nt	-55	1.3
51	COC(=O)c1ccc(CSc2nncn2C)cc1	4	6	-10	-2	-5	-4	7	3	1.4
52	CCN1CCN(C(c2cccc(OC)c2OC)c2nnnn2Cc2ccco2)CC1 (stereo not given)	4	11	-9	24	-1	21	8	5	0.9
